PolyA inhibitor = blocks polyadenylation in yeast reporter cells; S. cerevisiae SKY197-pL101 polyadenylation reporter, beta-gal luminescence; efflux-impaired pdr1/pdr3 knockout yeast; score 100 = 6 SD above DMSO; AID 1875; calls only at 12 µM; 0.02% of 300,000 active;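 active = lowest replicate activity score at least 50, where 100 means six control SD above control mean; inconclusive = lowest score under 50 but half or more replicates reach 50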;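 note: yeast exposed to compound for 9 h at 30 °C; higher score means more reporter readthrough which indicates perturbed polyadenylation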
HSF1 inhib = HSF1 inhibition. 0.77% of 300,000 active. activity change, negative = inhibition, % at 7.5 µM (by protocol). NIH3T3-HGL HSE-luciferase, MG132-induced, luminescence 8 h; hits give low values;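 active = more than half of replicate wells show activity change below -50%, luminescence cut by over half; inconclusive = some wells, but at most half, below -50%; inactive = no replicate well below -50%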;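 note: luciferase reports HSF-1 transcriptional activity via heat shock element; 0% = median of DMSO wells and -100% = zero luminescence signal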
HSF1 activator = increases HSF-1 driven luciferase reporter signal; NIH3T3-HGL HSF-1 luciferase reporter, MG132, 8 h; 100% = twice DMSO control signal; activation, % at 9 µM; 1.7% of 300,000 active; AID 504408;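 active = mean replicate activation of at least 50% with a set share of replicates each reaching 50%; inconclusive = only one of those two conditions met; inactive = mean below 50% and too few replicates reaching it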;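 note: 0% = median of the neutral control wells and 100% = twice that signal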
IEC-6 cytotox = IEC-6 cytotoxicity, counter-screen for KLF5 inhibitors. luminescence viability. inhibition, % at 5 µM. 0.78% of 290,000 active. AID 1825; in the data active = inhibition above about 22%;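 note: 0% = plate median of test compound wells and 100% = cytotoxic reference compound wells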
HSP90 refold inh = inhibitors of HSP90 luciferase refolding in rabbit reticulocyte lysate | luciferase refolding luminescence, 3 h | inhibition, % at 5.6 µM | 0.91% of 290,000 active | AID 1789;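 active = inhibition above the screen-wide mean plus 3 SD, computed separately per campaign, cut at about 16% in these data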;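 note: 0% = DMSO wells and 100% = 60 µM geldanamycin wells; inhibitors lower the luminescence because luciferase stays unfolded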
KLF5 inh = suppresses KLF5 promoter-driven expression; inhibition, % at 5 µM; 0.23% of 290,000 active; AID 1700; DLD-1 KLF5 promoter-luciferase reporter, luminescence;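 active = inhibition above a per-plate limit of that plate's mean compound inhibition plus 3 SD, cut at about 60% in these data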;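 note: 0% = DMSO wells and 100% = LY294002 at 200 µM; higher means less KLF5 promoter-driven luciferase light; inactives centre near -14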
GSK3 alpha inh = blocks human GSK-3 alpha kinase. 0.1% of 320,000 active. P49840. ADP-Glo luminescence, 60 min. inhibition, % at 10 µM;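 in the data active = inhibition above about 50%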;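 note: GST-tagged GSK-3 alpha with peptide substrate and 25 µM ATP; 0% = DMSO neutral wells and 100% = GW8510 positive control wells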
Target sequence (P49840 whole entry, looked up): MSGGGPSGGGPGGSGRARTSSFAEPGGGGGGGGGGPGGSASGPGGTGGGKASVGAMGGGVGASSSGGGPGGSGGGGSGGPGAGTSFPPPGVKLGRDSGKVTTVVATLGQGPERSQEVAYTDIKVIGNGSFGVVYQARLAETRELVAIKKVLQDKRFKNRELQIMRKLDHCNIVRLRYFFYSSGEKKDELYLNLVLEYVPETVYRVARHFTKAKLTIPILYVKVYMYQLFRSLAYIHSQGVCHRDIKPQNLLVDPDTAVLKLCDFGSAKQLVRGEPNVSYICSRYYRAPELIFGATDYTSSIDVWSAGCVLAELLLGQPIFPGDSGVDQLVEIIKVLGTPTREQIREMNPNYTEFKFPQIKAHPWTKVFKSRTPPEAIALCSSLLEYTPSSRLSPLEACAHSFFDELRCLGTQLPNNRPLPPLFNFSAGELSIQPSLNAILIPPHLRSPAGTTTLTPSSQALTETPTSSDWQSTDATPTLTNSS
AI-2 QS mod = modulates the Vibrio harveyi AI-2 quorum sensing system; activity change, % at 7.5 µM; Vibrio harveyi JMH597 AI-2 luminescence/OD600 ratio, 9 h; hits give low values; strain lacks LuxN and CqsS sensors; 0 = neutral-control median; 0.4% of 300,000 active; in the data active = activity change below about -75%, passing the limit was not always enough; inconclusive = no clear call, values can overlap the other calls;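 note: luminescence divided by OD600 gain over 9 h not by final OD600 alone; inactives centre near 13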
GSK3B inh = human GSK3beta kinase inhibition | P49841 | GST-GSK3beta kinase, ADP-Glo luminescence, 60 min; hits give low values | activity score (negative = inhibition), % at 10 µM | 0.038% of 300,000 active;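 active = more than half of replicate wells score below -50%, meaning over 50% inhibition versus plate controls; inconclusive = some replicates but at most half score below -50%; inactive = no replicate scores below -50%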;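 note: 0% = median DMSO wells and -100% = median GW8510 positive control wells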
Target sequence (P49841 whole entry, looked up): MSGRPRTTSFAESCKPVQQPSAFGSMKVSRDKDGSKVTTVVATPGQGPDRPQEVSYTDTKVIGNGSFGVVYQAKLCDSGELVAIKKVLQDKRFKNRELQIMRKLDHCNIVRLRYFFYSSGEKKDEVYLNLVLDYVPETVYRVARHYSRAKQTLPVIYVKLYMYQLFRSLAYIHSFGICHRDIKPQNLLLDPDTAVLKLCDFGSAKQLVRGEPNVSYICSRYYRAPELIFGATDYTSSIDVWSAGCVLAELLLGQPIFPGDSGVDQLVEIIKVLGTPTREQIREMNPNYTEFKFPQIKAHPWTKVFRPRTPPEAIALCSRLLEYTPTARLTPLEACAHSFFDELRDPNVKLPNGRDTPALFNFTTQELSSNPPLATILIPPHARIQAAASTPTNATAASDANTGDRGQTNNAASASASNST
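Test system: GST-tagged human GSK3beta kinase, cell-free; evaluation: activity score scaled between in-plate DMSO and GW8510 controls; measured by: ADP-Glo luminescence; incubation: 60 min reaction, RT; benchmarks: DMSO and 20 µM GW8510; reagent: peptide substrate plus 25 µM ATP (final); medium: Tris/MgCl2 kinase buffer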
aSyn 5UTR inh = MLPCN primary screen, SNCA 5' untranslated region; AID 1813; alpha-synuclein 5'UTR reporter, inhibitor activity; 0.82% of 300,000 active; inhibition, % (tested at 7.5 µM); in the data active = inhibition above about 60%; inconclusive = no clear call, values can overlap the other calls;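 note: H4 neuroglioblastoma cells stably carrying SNCA 5'UTR luciferase fusion; 0% = DMSO wells and 100% = positive control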
The depositor's hits bear a star; i = inactive; ? = inconclusive; · = not tested or not shown. An excerpt (hit frequency here may not be typical).

SMILES	PolyA inhibitor	HSF1 inhib	HSF1 activator	IEC-6 cytotox	HSP90 refold inh	KLF5 inh	GSK3 alpha inh	AI-2 QS mod	GSK3B inh	aSyn 5UTR inh
COc1cc2c(cc1OC)CN(C(=O)c1sccc1C)CC2	i	1.9	38.1	-4.2	-1.9	-23.4	-14.6	0.7	-0.9	-11.7
COC(=O)C1CCN(C(=O)/C=C/c2ccccc2)CC1	i	17.3	23.3	2.5	-3.7	-125.6	-3.9	29.4	1.0	-134.7
COc1ccc(CNC(=O)COc2cccnc2[N+](=O)[O-])cc1	i	-2.8	1.6	-2.9	-3.6	-36.7	-0.9	-70.7	2.1	-5.4
O=C(c1c(F)cccc1F)N(Cc1ccccn1)C1CCCC1	i	-8.5	-2.1	0.4	0.4	-35.5	1.4	11.4	-3.9	16.5
O=C(NCCCn1ccnc1)c1sc2cccc(F)c2c1Cl	i	-0.9	20.5	2.0	1.0	-23.7	-4.1	-16.4	-1.2	0.1
COc1ccc(CSc2nnnn2Cc2ccccc2)cc1OC	i	3.3	0.9	-0.5	2.9	2.8	-0.7	22.0	1.5	14.0
Cn1c(=NC(=O)c2cccc([N+](=O)[O-])c2)sc2ccccc21	i	29.8	44.7	-1.3	-0.7	-8.1	-3.7	5.3	1.7	-139.5
CC(OC(=O)CCCc1c[nH]c2ccccc12)C(=O)Nc1ccc(S(N)(=O)=O)cc1 (stereo unspecified)	i	-3.1	9.0	·	·	·	2.0	33.2	3.6	-1.5
N/C(=N\OC(=O)c1cc(-c2ccccc2)nc2ccccc12)c1ccc(Cl)cc1	i	-1.5	0.3	-2.2	-0.6	-41.4	0.0	13.5	2.7	5.7
CCN1CCN(CCCNC(=O)Cn2cc3c(n2)CCCC3)CC1	i	-0.8	0.3	-15.1	-1.0	-36.1	-1.9	14.7	-3.6	12.8
COc1cccc(C(=S)N2CCOCC2)c1OS(=O)(=O)c1ccc(Cl)cc1	i	-2.3	0.9	-5.6	2.6	-38.3	2.9	21.2	-3.6	-4.5
Nc1nc(-c2cccs2)c(NC(=O)c2ccccc2)s1	i	-3.8	-7.7	-4.3	-0.9	-11.2	-0.7	0.6	-3.4	-7.5
CCN1CCN(CCCNC(=O)CCC(=O)N2CCOc3ccccc32)CC1	i	-3.2	-7.4	-3.3	0.2	1.1	0.1	17.9	-2.4	6.5
COc1ccc(CNC(=O)c2cc3cccc(OC)c3oc2=N)cc1	i	-4.0	-0.9	-8.3	-1.7	-16.2	-0.3	14.1	0.9	-8.7
COc1ccc(N(C(=O)c2cccnc2)S(=O)(=O)c2ccc3c4c(cccc24)C(=O)N3C)cc1	i	-4.6	-25.7	7.4	0.3	15.1	-0.2	-0.3	-2.5	-12.4
COc1ccc(S(=O)(=O)N2CCOC2CNC(=O)C(=O)NCc2ccc3c(c2)OCO3)cc1OC (stereo unspecified)	i	-5.2	1.5	-5.3	-4.5	-1.9	-1.4	27.2	1.6	32.5
O=C(NN=C1CCCC1)C1COc2ccccc2O1 (stereo unspecified)	i	8.0	11.2	3.8	-0.7	-46.4	0.0	5.0	31.4	8.4
CCCCCCCNC(=O)COc1ccc2c(c1)C(=O)CC(C)(C)O2	i	2.3	1.0	-3.1	-2.3	-31.2	-2.3	25.0	5.1	3.5
CCOCCCNC(=O)Cn1cnc2c(cnn2-c2ccc(C)c(C)c2)c1=O	i	15.3	39.0	5.5	-0.1	-31.2	-1.2	11.0	1.8	-25.1
CN1CCN(c2nc(-c3ccc(Cl)cc3Cl)nc3ccccc23)CC1	i	-2.5	-0.3	0.8	0.2	-31.7	3.4	13.9	-1.3	23.1
COc1ccc(-c2cccc(NC(=O)c3ccco3)c2)nn1	i	-4.3	-6.9	·	·	·	0.9	15.0	-0.7	3.7
C/C(=N/Nc1ccc([N+](=O)[O-])cc1)c1c[nH]c2ccccc12	i	18.0	27.5	24.3*	-4.0	-19.6	5.0	-11.7	2.0	-171.2
CCCCNC(=O)c1cn(C)c2ccc(S(=O)(=O)N3CC(C)CC(C)C3)cc2c1=O (stereo unspecified)	i	1.4	-17.9	4.9	0.1	2.2	-3.9	21.6	-2.6	-14.7
NC(=S)N/N=C/c1ccccc1OC(=O)c1cc2ccccc2oc1=O	i	6.9	12.4	11.6	1.7	-17.2	-2.8	1.4	-2.9	7.4
COc1ccc(Cl)cc1NC(=O)CNc1ccc(F)cc1C	i	11.0	12.9	4.0	1.1	-0.7	-0.3	23.4	0.3	12.2
CC(=O)NNc1nc2ccccc2s1	i	-3.9	-3.3	-0.1	2.6	-31.4	0.1	0.9	0.0	-28.1
CCOC(=O)c1noc(C)c1C(=O)Nc1cccc(F)c1	i	·	·	5.8	3.0	6.9	0.5	24.1	3.2	·
Cc1cc(N2C(=O)CC(N3CCN(c4ccc(C(=O)c5cccs5)cc4)CC3)C2=O)no1 (stereo unspecified)	i	2.5	30.6	2.5	5.6	3.9	-1.3	31.1	3.8	-35.9
COc1ccc(N(C(=O)c2snc(C(N)=O)c2N)C(C(=O)NCC2CCCO2)c2ccc3ncccc3c2)cc1OC (stereo unspecified)	i	-2.4	-13.9	2.6	1.8	-17.6	-2.3	24.4	-2.4	-2.8
C=C1N(C)c2cc([N+](=O)[O-])c(N)cc2C1(C)C	i	8.7	20.4	0.6	-0.5	-34.8	0.5	17.8	0.4	23.2
Cc1cc(C)n(-c2ccc(C(=O)Nc3ccc(S(=O)(=O)NCc4ccco4)cc3)cc2)n1	i	-0.4	-10.1	4.3	-0.3	6.1	-3.1	25.8	-1.2	-41.2
Cc1cc(N2CCN(S(=O)(=O)c3ccc(Cl)cc3)CC2)c2ccccc2n1	i	11.1	20.3	-1.1	6.9	-13.7	5.4	0.1	-0.1	20.4
CCOC(=O)C1(Cc2ccc(OC)cc2)CCN(C(=O)CN2CCCCC2=O)CC1	i	6.0	-7.4	-3.6	2.1	-23.2	-2.0	18.4	0.0	-24.0
N/C(Cc1ccc(Cl)cc1Cl)=N\OC(=O)Cc1ccc(Cl)cc1	i	4.7	3.4	3.7	0.3	-16.8	-1.6	18.4	6.9	-9.8
CC1CN(C)C(c2ccccc2)C(C)C12NC(=O)NC2=O (stereo unspecified)	i	-8.0	1.3	-8.1	-3.4	-23.0	-1.4	4.1	-4.5	15.1
Cn1c(=NC(=O)C2=NNC(=O)CC2)sc2ccccc21	i	6.6	8.5	-8.6	1.9	-19.6	0.1	23.2	0.2	?
CCCc1cc2c(=O)c(-c3ccccn3)coc2cc1OC	i	15.1	46.6	2.3	0.4	-52.5	-3.7	21.8	-1.5	-157.6
COc1ccccc1-n1c(=O)[nH]c2c(C(N)=O)nc(C3CCCCC3)nc21	i	-0.5	1.9	-4.6	0.5	-11.3	2.1	8.8	0.5	15.7
C#CCOCCOCCOCCNc1nc(N2CCN(C(=O)Cn3cc(CCCCN)nn3)CC2)nc(N2CCN(C(=O)[C@H](C(C)C)n3cc(CCO)nn3)CC2)n1	i	0.1	9.6	-0.2	-2.9	2.9	-2.8	32.0	2.0	7.0
CCCOc1ccc(-c2nc(-c3ccc(N)cc3)cs2)cc1	i	4.5	47.2	-0.7	-0.2	-61.4	-2.0	16.6	3.6	-122.8
O=C(CN1CCN(C/C=C/c2ccccc2)CC1)Nc1ccc(F)cc1F	i	2.1	-5.1	-4.0	-0.7	-25.4	-0.1	11.3	3.0	-7.2
O=C1C(=O)N(Cc2ccccc2)C(c2cccc(O)c2)/C1=C(\O)c1ccc2c(c1)OCCO2 (stereo unspecified)	i	-8.4	11.3	-1.6	-5.9	-29.9	-3.2	10.2	-2.0	6.5
CC(=O)c1cccc(NC(=S)NC(=O)c2ccc(Cl)cc2)c1	i	5.6	41.2	6.9	-6.2	-53.4	-0.5	-5.6	2.7	-130.8
Oc1ccc(CCNc2ncnc3ccc(Cl)cc23)cc1	i	-37.9	-39.6	22.6*	-1.2	42.3	4.7	19.7	-4.0	-13.7
CN(C)Cc1c(-c2ccc(Cl)cc2)nc2ccccn12	i	20.3	49.0	1.7	1.6	-58.6	1.1	14.5	-1.4	-151.0
COc1ccc(Cn2nnnc2CN(Cc2cc3cc(C)ccc3[nH]c2=O)C2CCCC2)cc1	i	·	·	-1.3	0.8	-18.3	-0.6	22.4	0.2	14.3
O=C(Nc1ccccc1)N1CCN(c2nc(-c3ccccc3)ns2)CC1	i	-4.4	2.2	-9.3	-3.4	-25.6	0.0	1.0	1.3	-22.9
Cc1ccc(C(=O)N(Cc2cccnc2)Cc2cc3cc(C)ccc3n3nnnc23)cc1	i	2.9	8.1	1.5	3.0	-11.4	-1.5	7.7	-0.2	5.0
CCc1ccc(NC(=S)N2CCN(S(=O)(=O)c3ccccc3)CC2)cc1	·	·	·	-1.6	-1.4	-2.3	·	-4.4	4.5	·
c1ccc2c(N3CCCCCC3)nc(-c3ccncc3)nc2c1	i	-4.0	-4.9	1.1	-1.6	-38.8	6.9	27.3	-2.4	19.9
CN(C)C(=O)c1cn(-c2ccccc2)nc1-c1cc2ccccc2oc1=O	i	-1.9	-5.2	1.9	1.8	-13.7	2.3	6.0	-3.8	-8.5
Cc1ccc2c(c1)C1CC(C)(O2)N(c2cccc(C(=O)NC3CCN(Cc4ccccc4)CC3)c2)C(=O)N1 (stereo unspecified)	i	10.0	36.5	-0.8	-2.4	2.2	-1.4	0.2	-1.7	-5.0
COc1ccc(N(C(=O)c2snc(C(N)=O)c2N)C(C(=O)NC2CCCC2)c2ccco2)cc1 (stereo unspecified)	i	1.2	2.8	-2.7	0.5	3.1	-0.4	6.2	0.2	-24.6
O=C(Oc1c(-c2ccccc2)oc2ccccc2c1=O)c1ccccc1	i	1.9	9.1	-7.5	-1.8	-17.3	-0.7	-1.9	-0.2	-50.2
Cc1ccccc1NS(=O)(=O)c1ccc(OCC(=O)NCc2ccccn2)cc1	i	0.9	0.4	2.5	3.4	-14.7	0.3	10.5	-1.0	5.3
Cc1occc1-c1nnc(SCC(=O)NC2CCCC2)n1-c1ccccc1	i	-7.8	-6.2	-1.2	-3.1	-7.3	2.6	10.4	0.7	-11.5
CC(=O)Nc1ccc(N=Cc2c(O)c(C(=O)Nc3ccccc3)cc3ccccc23)cc1	i	-19.1	-5.2	3.0	2.0	-32.2	-0.8	26.9	1.0	-29.4

Reprinted at random: 2 compounds from above
SMILES	PolyA inhibitor	HSF1 inhib	HSF1 activator	IEC-6 cytotox	HSP90 refold inh	KLF5 inh	GSK3 alpha inh	AI-2 QS mod	GSK3B inh	aSyn 5UTR inh
Cc1occc1-c1nnc(SCC(=O)NC2CCCC2)n1-c1ccccc1	i	-7.8	-6.2	-1.2	-3.1	-7.3	2.6	10.4	0.7	-11.5
O=C(Oc1c(-c2ccccc2)oc2ccccc2c1=O)c1ccccc1	i	1.9	9.1	-7.5	-1.8	-17.3	-0.7	-1.9	-0.2	-50.2

Screens deposited in PubChem by several laboratories.
